# Compound activity deposited in PubChem by PCMD.
# Yeast growth tox: Compounds toxic to wild-type S. cerevisiae growth | A595 turbidity, 16 h | growth inhibition, % at 25 µM (by protocol) | 30,000 tested, 0.3% active;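 active = mutant and wild-type yeast strains alike exhibit over 30% growth inhibition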;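 also: 0% = untreated cell controls and 100% = YPD media blanks without cells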
#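 system = S. cerevisiae wild-type or eIF2Bepsilon-R284H mutant strain | buffer or medium = YPD medium | dosing = one dose, 25 µM compound, 0.2% DMSO | schedule = 16 h at 30 °C | measured by = A595 turbidity | evaluation = growth inhibition (%) versus cell controls and blanks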
# Yeast eIF2B: modulators of yeast eIF2B activity | inhibition, % at 25 µM (by protocol) | S. cerevisiae eIF2B-epsilon R284H, GCN4-lacZ luminescence | 27,000 tested, 0.91% active;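 active = mutant luminescence inhibited past about 50% while wild type luminescence and mutant growth stay under set limits, limit read from the data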; also: some compounds called inactive have numbers as strong as hits
#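 Assay system: yeast eIF2B-epsilon R284H mutant carrying GCN4–beta-galactosidase fusion / Buffer or medium: YPD / Incubation: 16 h growth with compound at 30 °C, 90 min Beta-Glo step / Detection: Beta-Glo luminescence after Z-buffer lysis, growth by 595 nm absorbance / Read-out: % inhibition of reporter signal and growth versus controls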
# Yeast growth tox inhibition %: recorded beside Yeast growth tox, whose call it bears; growth inhibition, %; S. cerevisiae eIF2Bepsilon-R284H mutant growth, A595 turbidity, 16 h;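 each compound tested once at 25 µM; 0% equals untreated cells and 100% equals cell-free medium blanks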
# Yeast eIF2B mutant toxicity: further read-out of Yeast eIF2B, marked with its call; growth inhibition, %; measured here: mutant yeast growth, toxicity;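 each compound tested once at 25 µM; zero equals untreated control growth and 100 equals blank medium absorbance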
# Starred values were filed as active, the others as inactive; · = no result given.
# The line under a structure holds: Yeast growth tox, Yeast growth tox inhibition %, Yeast eIF2B, Yeast eIF2B mutant toxicity
- CCN(CC(=O)Nc1ccccc1OC)C(=O)Cn1cnc2ccccc2c1=O
  1, -14, 7, -14
- CCOc1cc(-n2cnnn2)c(OCC)cc1NC(=O)c1cc2ccc(N(CC)CC)cc2oc1=O
  -13, -20, 15, -20
- Cc1sc2ncnc(NCc3cccs3)c2c1C
  21, 0, 3, ·
- COc1ccc2cc(C#N)c(SCC(=O)N3CCCC3)nc2c1
  ·, ·, -1, ·
- CCc1ccc(NC(=O)C(=O)NCCN2CCN(C(=O)c3ccco3)CC2)cc1
  -3, -9, 11, -9
- CC1Cc2ccccc2N1C(=O)Cc1cccs1 (configuration not stated)
  5, 0, -6, ·
- Cc1ccc(-n2c(SCC(=O)Nc3ccc4cn[nH]c4c3)nnc2-c2ccco2)cc1
  -1, -10, 8, -10
- COc1ccc(CN2CCC(C(=O)NCCc3ccc(OC)c(OC)c3)CC2)c(OC)c1
  13, 17, 13, 17
- CCOc1cc(N2CCOCC2)c(OCC)cc1NC(=O)CN1C(=O)NC(Cc2ccccc2)C1=O (configuration not stated)
  11, 11, 22, 11
- c1cncc(-c2cccnc2)c1
  -6, -20, 3, -20
- O=c1[nH]c(Nc2ccccc2)cc2ccccc12
  2, -14, 22, -14
- N#Cc1ccsc1NC(=O)c1ccccn1
  -7, -17, -8, -17
- NC(=O)c1c(NC(=O)c2ccco2)sc2c1CCC2
  17, 15, 20, 15
- CCOc1ccc(N2C(=O)c3ccccc3C2=O)cc1
  8, 11, 30, 11
- Cc1cc(C)c(C)c(OCC(=O)NCCN(C)C)c1
  20, -4, 15, -4
- Nc1nc2c3ccccc3nc(Cc3ccccc3)n2n1
  2, -9, 5, -9
- O=C(Nc1ccccc1)N(CCN1CCOCC1)Cc1cccc(Cl)c1
  31, 15, 14, 15
- CN1C(=S)SC(N(O)C=C2C=CC(=O)C=C2)C1(C)C (configuration not stated)
  -12, 10, 21, 10
- Cc1ccc(-n2c(C)c([N+](=O)[O-])c3ccc(O)c(CN(C)C)c32)cc1
  0, 8, ·, ·
- Cc1cccc(N(CC(=O)NCCC2=CCCCC2)S(C)(=O)=O)c1C
  8, 14, 8, 14
- CN1CCN(S(=O)(=O)c2ccc(NC(=O)Cc3cccs3)cc2)CC1
  17, -9, 28, -9
- O=C(NC1CCCCC1)c1cccc(COCC(F)(F)F)c1
  8, -13, ·, ·
- O=C(COC(=O)c1n[nH]c2ccccc12)NC(=O)NC1CCCC1
  9, 22, ·, ·
- CC1CCN(C(=O)C(NS(=O)(=O)c2cccc3nsnc23)c2ccccc2)CC1 (configuration not stated)
  6, -11, 12, -11
- COc1cccc(NC(=O)CSc2nnc(-c3ccoc3C)n2-c2ccccc2)c1
  17, 16, 8, 16
- Cc1cccc(OCCn2c(=S)[nH]c3ccccc32)c1
  ·, ·, -12, ·
- CC1CCN(c2ccccc2NC(=S)NC(=O)c2ccc(-c3cccc([N+](=O)[O-])c3)o2)CC1
  -22, 0, 10, ·
- CS(=O)(=O)N1CCN(c2ccccc2NC(=O)c2ccc(-c3ccc(Br)cc3)o2)CC1
  19, 16, 10, 16
- CCOC(=O)c1[nH]c(C)c(/C(O)=C2\C(=O)C(=O)N(CCCN(C)C)C2c2cccnc2)c1C (configuration not stated)
  25, 11, 14, 11
- O=C(Nc1nnc(CC2=CCCCC2)s1)c1cccs1
  ·, ·, 4, ·

# Compounds from the list above that contain a thiophene ring, fused or not:
# The line under a structure holds: Yeast growth tox, Yeast growth tox inhibition %, Yeast eIF2B, Yeast eIF2B mutant toxicity
- Cc1sc2ncnc(NCc3cccs3)c2c1C
  21, 0, 3, ·
- CC1Cc2ccccc2N1C(=O)Cc1cccs1 (configuration not stated)
  5, 0, -6, ·
- N#Cc1ccsc1NC(=O)c1ccccn1
  -7, -17, -8, -17
- NC(=O)c1c(NC(=O)c2ccco2)sc2c1CCC2
  17, 15, 20, 15
- CN1CCN(S(=O)(=O)c2ccc(NC(=O)Cc3cccs3)cc2)CC1
  17, -9, 28, -9
- O=C(Nc1nnc(CC2=CCCCC2)s1)c1cccs1
  ·, ·, 4, ·

# (further entries)
# The line under a structure holds: Yeast growth tox, Yeast growth tox inhibition %, Yeast eIF2B, Yeast eIF2B mutant toxicity
- CCC(C)c1c(O)nc(SCc2ccccc2)[nH]c1=O (configuration not stated)
  6, -4, 2, -4
- O=C(O)CCCC(=O)NCCc1cccc(Cl)c1
  22, 13, -6, 13
- CCCc1nc(NCC2CCCO2)c2nnn(Cc3ccccc3)c2n1 (configuration not stated)
  -2, -15, ·, ·
- O=C(C1CCCCC1)N1CCCc2ccccc21
  7, 11, 7, 11
- CC1CN(C2CCN(C(=O)COc3ccc(Cl)cc3)CC2)CC(C)O1 (configuration not stated)
  20, 20, 7, 20
- Cc1ccc(C(c2nnnn2CCc2ccccc2)N2CCC(C)CC2)cc1 (configuration not stated)
  -15, -17, 27, -17
- COc1ccc(C(C)=O)cc1COC(=O)Cc1n[nH]c(=O)c2ccccc12
  -2, 3, 23, 3
- Cn1c(=O)c2c(ncn2CC(=O)Nc2ccccc2Sc2ccccc2)n(C)c1=O
  -5, 0, 14, ·
- O=C(NC1CCCCC1)c1ccc(S(=O)(=O)N2CCCC2)cc1
  35*, 53*, 40, 53
- Cc1c(C)n(C(=O)CSc2nc3ccccc3[nH]2)c2ccccc12
  -1, 17, 47, 17
- C[C@H](NC(=O)OC(C)(C)C)c1nnc(SCC(N)=O)o1
  18, 7, 13, 7
- O=C(NCc1ccco1)C(c1cccs1)N(C(=O)C1COc2ccccc2O1)c1cccc(O)c1 (configuration not stated)
  15, -15, 11, -15
- O=C(NCCC1=CCCCC1)c1ccc2c(c1)N(Cc1ccccc1)C(=O)CS2
  11, 13, 15, 13
- Cc1cccc(Cn2c(N3CCN(c4ccccc4)CC3)nc3c2c(=O)n(C)c(=O)n3C)c1
  ·, ·, 4, ·
- CC(C)C1Oc2ccccc2N(CC(=O)N(Cc2ccccn2)C2CC2)C1=O (configuration not stated)
  ·, ·, 21, ·
- CCCCC(=O)N1CCCC(c2nc3c(nnn3Cc3cc(C)ccc3C)c(=O)[nH]2)C1 (configuration not stated)
  9, 3, ·, ·
- O=C(NCCCN1CCOCC1)c1cc2cc(Br)ccc2oc1=O
  4, 15, 10, 15
- CC(=O)Nc1cccc(-c2nc3ccc(NC(C)=O)cc3[nH]2)c1
  42, 21, -19, 21
- CCOC(=O)c1nnn(-c2nonc2N)c1-c1ccc(OCC)cc1
  14, 10, 19, 10
- CCn1c(SCC(=O)N2CCCc3ccccc32)nc2ccccc2c1=O
  ·, ·, 22, ·
- Clc1ccc(Cn2ncc3c(NCc4ccccc4)ncnc32)cc1
  -9, 25, 20, 25
- COC(=O)c1c(C)n(-c2ccc(OC)cc2)c2ccc(O)cc12
  -8, 0, -8, ·
- COc1ccc(-c2nnn(CC(=O)N(Cc3cccs3)C(C)C(=O)NCCC(C)C)n2)cc1OC (configuration not stated)
  5, 6, 7, 6
- Clc1nc(NCc2cccnc2)nc(N2CCOCC2)n1
  8, -26, 19, -26
- COC(=O)C1=C(N)n2c(s/c(=C\c3cccnc3)c2=O)=C(C(=O)OC)C1c1cccnc1 (configuration not stated)
  ·, ·, -9, ·
- C=C(C)CSc1nc(N)c2c3c(sc2n1)CCC3
  10, 10, -17, 10
- CN1CCN(C(=O)c2ccccc2N(Cc2ccccc2)S(=O)(=O)c2ccccc2)CC1
  -3, -9, 30, -9
- CCc1nc2c(nnn2Cc2ccc(F)cc2)c(=O)[nH]1
  10, 26, 16, 26
- CN(C)c1ccc(N=Cc2ccco2)cc1
  7, -18, 25, -18
- Cc1cc(NC(=O)CSc2nc3c(sc4ccccc43)c(=O)n2CCc2ccccc2)n[nH]1
  10, -7, 22, -7

# Quoted at random: two entries already listed, in no set order.
# The line under a structure holds: Yeast growth tox, Yeast growth tox inhibition %, Yeast eIF2B, Yeast eIF2B mutant toxicity
- COc1ccc(C(C)=O)cc1COC(=O)Cc1n[nH]c(=O)c2ccccc12
  -2, 3, 23, 3
- O=C(NCc1ccco1)C(c1cccs1)N(C(=O)C1COc2ccccc2O1)c1cccc(O)c1 (configuration not stated)
  15, -15, 11, -15

# Next entries
# The line under a structure holds: Yeast growth tox, Yeast growth tox inhibition %, Yeast eIF2B, Yeast eIF2B mutant toxicity
- CCCc1nnc(NC(=O)CCCN2C(=O)c3ccccc3C2=O)s1
  12, 16, 9, 16
- CCOc1ccc(C(=O)Nc2c3c(nn2C(C)(C)C)CSC3)cc1OCC
  11, -26, 20, -26
- CC(=O)Nc1ccc(NC(=O)c2cc(C)nn2-c2ccccc2)cc1
  -15, 8, -43, 8
- CCC1CCCCN1S(=O)(=O)c1ccc(NC(=O)c2cccs2)cc1 (configuration not stated)
  -25, -7, 34, -7
- CC(C)(C)NC(=O)CSc1nnc(NC(=O)CCn2cnc3ccccc3c2=O)s1
  5, 4, ·, ·
- COCc1[nH][nH]c(=O)c1C=Nc1ccc(Cl)cc1
  11, 14, 15, 14
- O=c1c(-c2ccc(Oc3ccccc3)cc2)[n+]([O-])c2ccccc2n1OCc1ccccn1
  4, 0, 17, ·
- COc1ccc(Br)cc1CNC(=O)Nc1cccs1
  14, -33, 10, -33
- O=C(Nc1ccc2c(c1)C(=O)N(c1ccccc1)C2=O)C1CCCO1 (configuration not stated)
  9, 19, 25, 19
- CCOC(=O)CSc1nnc(CSc2nc3ccccc3s2)n1C
  9, 20, 23, 20
- Cc1ccc(/C=N\Nc2cn[nH]c(=O)c2Cl)cc1
  31, 19, ·, ·
- CN(C)S(=O)(=O)c1ccc(C(=O)N(c2ccccn2)c2ccccn2)cc1
  3, -31, 27, -31
- O=C(NC1CCCC1)C1CCC(=O)N1CCc1ccccc1 (configuration not stated)
  27, 16, 16, 16
- COc1ccc(C(=O)Oc2c(CN3CCOCC3)cc(Cl)c3cccnc23)cc1
  -8, 0, 14, ·
- Cc1ccc(O)c(-c2cc(C(F)(F)C(F)F)[nH]n2)c1
  9, 9, 28, 9
- COc1ccc(S(=O)(=O)N(C)CC(=O)Nc2ccc3c(c2)OCCO3)cc1OC
  -20, -3, 4, -3
- Cc1c(NC(=O)Nc2ccc(Cl)c(Cl)c2)c(=O)n(-c2ccccc2)n1C
  -5, 0, 18, ·
- CCOc1ccc(S(=O)(=O)NCCSc2ccccc2)cc1
  10, 12, ·, ·
- C/C(NC(=O)c1ccccc1)=C1/C(=O)CC2C1C2(C)C (configuration not stated)
  2, -11, -6, -11
- Cc1cc(NC(=O)CSc2nnc(Cc3ccccc3)n2C)no1
  -2, -17, ·, ·
- O=C(Nc1ccc(N2CCN(C(=O)c3ccc(Cl)cc3)CC2)cc1)c1ccc(Br)o1
  -16, 4, ·, ·
- CC(C)OC(=O)c1ccc(NC(=O)Cn2c(-c3nonc3N)nc3ccccc32)cc1
  -16, -22, 20, -22
- COc1cc(S(=O)(=O)N2CCCCC2)ccc1NC(C)=O
  -6, 19, 23, 19
- O=C(O)CSc1nnc(Cn2nnc3ccccc32)n1CCc1ccccc1
  33, -20, 18, -20
- COc1ccc(Cn2c(CCC(=O)N3CCN(c4ccccn4)CC3)nc3ncccc3c2=O)cc1
  1, 4, 44, 4
- CC(C)CNc1cc(=O)n(C)c(=O)n1C
  7, -4, 24, -4
- O=C(NC(Cc1ccccc1)c1nc2ccccc2[nH]1)C1CC(=O)N(c2ccc3c(c2)OCCO3)C1 (configuration not stated)
  -5, -2, -1, -2
- COc1ccc(Cl)c(NCCC(=O)O)c1
  0, 7, 3, 7
- O=C(O)c1ccc(Br)c(S(=O)(=O)N2CCCC2)c1
  -2, -3, 23, -3
- COc1ccc2nc3oc(C(=O)NC4CCN(Cc5ccccc5)CC4)cc3cc2c1
  -8, -17, 24, -17

# Taken from above:
# For Yeast eIF2B mutant toxicity, `O=C(NC1CCCC1)C1CCC(=O)N1CCc1ccccc1` (configuration not stated) reads 16
# For Yeast eIF2B mutant toxicity, `CCCc1nnc(NC(=O)CCCN2C(=O)c3ccccc3C2=O)s1` reads 16
# For Yeast eIF2B, `O=C(Nc1nnc(CC2=CCCCC2)s1)c1cccs1` reads 4
# For Yeast growth tox, `C/C(NC(=O)c1ccccc1)=C1/C(=O)CC2C1C2(C)C` (configuration not stated) reads 2

# Further structures follow.
# The line under a structure holds: Yeast growth tox, Yeast growth tox inhibition %, Yeast eIF2B, Yeast eIF2B mutant toxicity
- CCc1nnc(NC(=O)CSc2nnc(Cc3ccccc3)n2-c2ccc(OC)cc2)s1
  ·, ·, -1, ·
- O=C(CCCn1c(=S)[nH]c2ccccc2c1=O)N1CCOCC1
  9, 20, 19, 20
- N#Cc1nc(-c2ccccc2F)oc1N1CCCC1
  -4, 0, 2, ·
- COc1ccc(-c2csc(NC(=O)c3cccc(S(=O)(=O)N4CCN(C)CC4)c3)n2)cc1
  8, 26, ·, ·
- O=C(COc1ccccc1)N1CCN(C(=O)c2cccs2)CC1
  10, -3, 5, -3
- CCn1c(SCC(N)=O)nc2ccccc2c1=O
  -21, 4, 24, 4
- COCCCNC(=O)Cn1cc(C(=O)c2cccs2)c2ccccc21
  ·, ·, 15, ·

# Only part of the results is shown; rates above refer to the full screens.
